# N-glyco inh – increase of ERlucT glycosylation luciferase signal, primary screen, N-linked glycosylation inhibitor project, D54 ERlucT cells, luminescence, set 2; D54 ERlucT glycosylation luciferase reporter, 24 h; percent of 100 nM tunicamycin response; reporter increase, % at 12.5 µM; 0.23% of 360,000 active; AID 588692, 2011;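 active = mean luciferase reporter signal, scaled so untreated is 0 and the glycosylation-blocking control 100, at or above a set limit in every replicate; inconclusive = mean reaches the limit but not every replicate does; inactive = mean below the limit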;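 also: luciferase carries N-glycosylation sites so blocking glycosylation raises the light; 0% = median of neutral control wells and 100% = median of 100 nM tunicamycin wells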
# m5-HT2A agonist – mouse Htr2a agonists via beta-arrestin recruitment, primary screen, cell-based, luminescence | CHO-K1 mHTR2A beta-arrestin complementation; percent of 30 µM serotonin response | 0.66% of 360,000 active | activation, % at 7.6 µM;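 active = activation above a run cutoff, the mean activation of all tested compounds plus 3 SD, cut at about 14% in these data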;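 also: 0% = plate median of compound wells and 100% = 30 µM serotonin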
# ABHD5 PLIN5 PPI – ABHD5-PLIN5 interaction inhibitors, primary screen, cell lysate, split luciferase complementation, luminescence. Perilipin-5 (Homo sapiens) + 1-acylglycerol-3-phosphate O-acyltransferase ABHD5 (Homo …. AID 602281, 2012. 0.78% of 360,000 active. inhibition, % at 4 µM. Split G. princeps luciferase complementation, 4 h;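 active = inhibition above the mean inhibition across every tested compound plus 3 SD, cut at about 22% in these data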;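 also: 0% = DMSO only wells and the 100% control is not disclosed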
# ABCB6 inh 2 – ABCB6 transporter inhibitors, primary screen, K562-ABCB6 cells, flow cytometry, MLPCN library | ATP-binding cassette sub-family B member 6 (Homo sapiens), Q9NP58 | AID 602162, 2011 | K562-ABCB6 porphyrin accumulation, 1 h; hits give low values | 0.19% of 360,000 active | fluorescence ratio to DMSO, % at 10 µM;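 active = fluorescence ratio to DMSO below 75%, the collection mean minus 3 SD; inconclusive = too few cells collected in the well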;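 also: signal is porphyrin accumulated inside mitochondria; 100% equals median channel fluorescence of DMSO control wells; lower ratio means ABCB6 inhibition with less porphyrin fluorescence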
# TLR9-MyD88 inh – inhibitors of TLR9-MyD88 association in cells, primary screen, cell-based, CHO, BLA complementation, fluorescence. Toll-like receptor 9 (Homo sapiens) + Myeloid differentiation primary response protein …. CCF4 FRET ratio. inhibition, % at 4.98 µM. 0.21% of 340,000 active. AID 504734, 2011;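 active = inhibition above the mean over all tested compounds plus 3 SD, cut at about 21% in these data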;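 also: 0% = DMSO only wells and 100% = clavulanate BLA inhibitor control wells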
# MC4R barr agon – MC4R agonists recruiting beta-arrestin, primary screen, cell-based, luminescence, agonist arm of biased-ligand search. 0.98% of 360,000 active. Melanocortin receptor 4 (Homo sapiens), P32245. U2OS MC4R beta-arrestin complementation; percent of melanotan II response, DMSO zero. activation, % at 8.9 µM. AID 540308, 2011;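 active = activation above a per-plate cutoff, the mean activation of sample wells on that plate plus 3 SD, cut at about 8% in these data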
# Target sequence (P32245 whole entry, looked up): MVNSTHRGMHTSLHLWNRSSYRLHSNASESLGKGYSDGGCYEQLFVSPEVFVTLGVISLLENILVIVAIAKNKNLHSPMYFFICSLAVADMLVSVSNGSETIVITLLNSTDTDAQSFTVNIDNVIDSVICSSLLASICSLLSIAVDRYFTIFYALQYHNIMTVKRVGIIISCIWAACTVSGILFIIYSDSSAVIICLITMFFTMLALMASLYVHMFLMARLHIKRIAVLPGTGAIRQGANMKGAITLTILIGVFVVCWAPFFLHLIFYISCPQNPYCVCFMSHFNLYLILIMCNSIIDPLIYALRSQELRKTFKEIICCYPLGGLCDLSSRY
# Cardio protect – cardioprotection against H2O2-induced cell death, primary screen, uHTS, H9c2 cells, ATPLite luminescence. H9c2 cardiomyocytes, H2O2 injury protection, 2 h. protection from H2O2 cell death, % at 20 µM. 0.63% of 360,000 active;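 active = compounds giving at least 50% protection of heart cells from peroxide-induced death in the single-dose screen, raw or plate-pattern-corrected value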;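 also: 0% = DMSO wells with peroxide and 100% = DMSO wells without peroxide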
# NCOA2 inhibitor – inhibition of GAL4-SRC2 driven luciferase reporter, primary screen, SRC2 inhibitor project, cell-based, luminescence; Nuclear receptor coactivator 2 (Homo sapiens), Q15596; HEK293 GAL4-SRC2 luciferase reporter; inhibition, % at 9 µM; 0.17% of 370,000 active;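 active = inhibition above the mean inhibition of all tested compounds plus 3 SD, set per campaign, cut at about 52% in these data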;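 also: 0% = DMSO treated cells and 100% = cells given Gossypol at 36 µM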
# NOD2 RIPK2 PPI – NOD2-RIPK2 binding disruptors in cells, primary screen, fluorescence, CHO cells, BLA complementation | inhibition, % at 4.98 µM | Receptor-interacting serine/threonine-protein kinase 2 (Homo sapiens), O43353 | AID 624267, 2012 | CCF4 ratio | 0.38% of 360,000 active; in the data active = inhibition above about 21%;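 also: 0% = vehicle only and 100% = reference blocker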
# Target sequence (O43353 whole entry, looked up): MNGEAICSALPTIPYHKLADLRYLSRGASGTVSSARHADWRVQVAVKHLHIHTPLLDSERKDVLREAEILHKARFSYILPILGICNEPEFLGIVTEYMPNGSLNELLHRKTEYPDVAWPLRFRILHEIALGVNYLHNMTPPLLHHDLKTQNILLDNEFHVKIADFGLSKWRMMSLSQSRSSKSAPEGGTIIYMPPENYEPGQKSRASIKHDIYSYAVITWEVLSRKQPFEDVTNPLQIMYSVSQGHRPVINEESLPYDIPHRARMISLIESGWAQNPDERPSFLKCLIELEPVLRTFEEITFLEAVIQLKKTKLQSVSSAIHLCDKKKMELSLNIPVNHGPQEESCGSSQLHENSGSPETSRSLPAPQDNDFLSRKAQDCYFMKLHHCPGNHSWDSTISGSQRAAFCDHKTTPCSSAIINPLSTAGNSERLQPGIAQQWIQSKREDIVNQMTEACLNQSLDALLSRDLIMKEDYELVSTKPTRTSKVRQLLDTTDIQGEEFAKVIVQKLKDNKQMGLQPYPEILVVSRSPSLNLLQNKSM
# MC4R antagonist – MC4R antagonists of cAMP signaling, primary screen, cell-based, TR-FRET, antagonist arm of biased-ligand search. Melanocortin receptor 4 (Homo sapiens), P32245. MC4R-expressing cells, MTII-stimulated cAMP, LANCE TR-FRET. inhibition, % at 6.5 µM. 0.48% of 360,000 active. AID 540295, 2011;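 active = inhibition above its plate's cutoff, the mean of tested wells on that plate plus 3 SD, cut at about 29% in these data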;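 also: 0% = Melanotan II alone and 100% = Melanotan II plus saturating MCL0020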
#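 Material: U2OS-MC4R stable cell line | Reagent: Melanotan II challenge after compound preincubation | Doses: One concentration, 6.5 µM nominal | Incubation: 30-min compound preincubation, 1-h Melanotan II challenge, 1-h detection, room temperature | Signal: TR-FRET cAMP assay | Replicates: One well per compound, no replicates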
# Starred values were filed as active, the others as inactive; ? = inconclusive; . = not tested or not shown. Some of the compounds tested; the hit share may differ from the screen's.
1) COc1ccc(CCNC(=O)c2csc3c2CCCC3)cc1
2) O=C(NCC1CCN(Cc2ccc(Cl)cc2)CC1)C1CCCN(c2ncnc3c2nc2n3CCCCC2)C1 (stereo not given)
3) CC[C@@H](C)[C@@H](C(=O)N1CCN(C(=O)OC(C)(C)C)CC1)n1cc(CCC(=O)O)nn1
4) Cc1cccc(OCCCC(=O)Nc2nnc(C3CCCO3)s2)c1C (stereo not given)
5) O=C(NCc1cccnc1)c1cc2nc(-c3ccc4c(c3)OCO4)cc(C(F)(F)F)n2n1
6) O=C(Oc1c(Cl)cc(Cl)c2ccccc12)N1CCCC1
7) c1ccc(-c2cn(C[C@H]3CC[C@@H]([C@@H]4CC[C@H](Cn5cc(-c6ccccn6)nn5)O4)O3)nn2)nc1
8) CCCNC(=O)c1ccc2c(=O)c(O)c(-c3ccc(OC)cc3)[nH]c2c1

assay / compound,1,2,3,4,5,6,7,8
N-glyco inh,-2,3,0,0,2,-2,2,-14
m5-HT2A agonist,-1,-8,6,4,2,0,3,-5
ABHD5 PLIN5 PPI,-2,5,-1,-2,1,-1,-10,6
ABCB6 inh 2,93,100,103,105,93,101,100,100
TLR9-MyD88 inh,-7,-15,-10,-10,10,0,2,3
MC4R barr agon,0.5,0.2,-2.1,0.3,0.2,-0.2,0.5,-1.0
Cardio protect,-1,-2,-2,-2,3,-15,6,35
NCOA2 inhibitor,-15,31,-3,-7,6,14,-12,.
NOD2 RIPK2 PPI,0,1,-9,0,-3,2,-1,6
MC4R antagonist,3,7,3,-1,6,10,5,-1

9) COc1cccc(NC(=S)NNC(=O)Cn2nc(C(F)F)cc2C(F)F)c1
10) CCOc1ccc(C2C(C#N)=C(N)SC(N)=C2C#N)cc1OCC
11) Cc1cc(C)c2c(c1)/C(=C/C(=O)c1ccc(Br)s1)C(=O)N2
12) COc1ccc(/C=C2/C(=O)N(c3ccccc3)N=C2C)c(OC)c1
13) NS(=O)(=O)c1ccc(CCNC(=O)C2CCN(S(=O)(=O)c3cccc4cccnc34)CC2)cc1
14) O=C(CSc1ncccn1)NCCC1=CCCCC1
15) COc1ccc(-c2sc3ccccc3c2C#CC2(O)CCCCC2)cc1
16) COc1cccc(CN(Cc2ccccc2F)S(=O)(=O)c2ccc(S(=O)(=O)NCc3ccccc3)cc2)c1

assay / compound,9,10,11,12,13,14,15,16
N-glyco inh,-2,2,?,1,0,2,1,-3
m5-HT2A agonist,4,-1,3,-3,5,7,6,-2
ABHD5 PLIN5 PPI,-3,-4,5,-22,9,-8,-15,-5
ABCB6 inh 2,101,95,92,93,94,100,96,98
TLR9-MyD88 inh,-10,-4,2,-6,2,2,4,-18
MC4R barr agon,1.1,-0.8,-0.5,-0.8,-1.9,-3.5,0.4,22*
Cardio protect,6,4,-7,13,-1,2,-3,-7
NCOA2 inhibitor,8,-3,-33,9,.,-13,11,19
NOD2 RIPK2 PPI,-9,-8,-6,-5,-5,4,5,-15
MC4R antagonist,0,6,12,13,2,-1,1,-1

# Entries 14–16 from above:
14) O=C(CSc1ncccn1)NCCC1=CCCCC1
15) COc1ccc(-c2sc3ccccc3c2C#CC2(O)CCCCC2)cc1
16) COc1cccc(CN(Cc2ccccc2F)S(=O)(=O)c2ccc(S(=O)(=O)NCc3ccccc3)cc2)c1

assay / compound,14,15,16
N-glyco inh,2,1,-3
m5-HT2A agonist,7,6,-2
ABHD5 PLIN5 PPI,-8,-15,-5
ABCB6 inh 2,100,96,98
TLR9-MyD88 inh,2,4,-18
MC4R barr agon,-3.5,0.4,22*
Cardio protect,2,-3,-7
NCOA2 inhibitor,-13,11,19
NOD2 RIPK2 PPI,4,5,-15
MC4R antagonist,-1,1,-1

# (list continues)
17) COCCCN1C(=O)C(CC(=O)NCc2cccc3ccccc23)CC(C(=O)N(C(C)C)C(C)C)=C1C (stereo not given)
18) COc1ccc(CN2CCN(C(=O)c3ccco3)CC2)c(OC)c1OC
19) C[C@H](NC(=O)c1ccccc1)C(=O)OCC(=O)Nc1ccc2c(c1)OCO2
20) Cc1nc(SCc2nc3ccc(F)cc3[nH]2)c2oc3ccccc3c2n1
21) O=C(NCCc1ccccc1)c1ccc(CS(=O)(=O)Cc2ccccc2F)o1
22) COc1cc(CN2C(=O)C(NC(=O)c3ccco3)(C(F)(F)F)C3=C2CC(C)(C)CC3=O)cc(OC)c1 (stereo not given)
23) O=C(COC(=O)c1cccc(Cl)c1)Nc1cc(S(=O)(=O)N2CCOCC2)ccc1N1CCOCC1
24) CCN(Cc1cnn(C)c1)Cc1nc(C2(c3ccc(C)cc3)CCCC2)no1

assay / compound,17,18,19,20,21,22,23,24
N-glyco inh,1,1,2,2,-2,0,2,0
m5-HT2A agonist,3,29*,1,-6,5,3,5,-4
ABHD5 PLIN5 PPI,3,10,-11,-6,3,-2,3,-1
ABCB6 inh 2,95,102,93,105,102,100,97,93
TLR9-MyD88 inh,.,.,4,4,11,-1,-10,5
MC4R barr agon,.,1.2,0.8,-1.6,-1.8,-0.9,-0.7,0.3
Cardio protect,2,5,4,9,7,-5,-2,-1
NCOA2 inhibitor,15,-4,5,-9,-21,9,10,13
NOD2 RIPK2 PPI,-2,5,-7,-8,-11,-10,-1,6
MC4R antagonist,.,0,5,-4,10,6,-3,8

25) CC(=O)N1/C(=C/c2ccc(N(C)C)cc2)C(=O)c2ccccc21
26) COC(=O)C(NC(C)=O)(Nc1nc2c(s1)CCCC2)C(F)(F)F (stereo not given)
27) O=C1OCCC1Sc1nnc(-c2cccc(Br)c2)o1 (stereo not given)
28) Cc1ccc(C(=O)/C=C/c2c(C)nn(-c3ccccc3)c2Cl)cc1
29) COCc1cc(=O)n2[nH]cc(-c3ccsc3)c2n1
30) CCN(CC(=O)Nc1ccc(NC(C)=O)cc1)CC(=O)Nc1cccc2ccccc12
31) CC(C)COP(=O)(c1ccc(N(C)C)cc1)C(Nc1ccccc1)c1cccnc1 (stereo not given)
32) CC(c1ccco1)N(C(=O)c1ccc(C#N)cc1)c1ccccn1 (stereo not given)

assay / compound,25,26,27,28,29,30,31,32
N-glyco inh,15,-1,0,9,0,2,1,-2
m5-HT2A agonist,-6,3,2,2,3,-3,-1,-1
ABHD5 PLIN5 PPI,19,7,-4,5,-3,-1,-2,1
ABCB6 inh 2,133,98,98,100,95,107,104,93
TLR9-MyD88 inh,7,-10,1,3,1,5,-12,-12
MC4R barr agon,-4.5,-1.8,-0.5,-1.2,-1.7,-2.1,0.2,0.5
Cardio protect,16,10,-4,-13,-2,0,3,-2
NCOA2 inhibitor,36,11,-1,4,7,-39,-17,2
NOD2 RIPK2 PPI,9,-8,9,-4,-7,-6,-2,-2
MC4R antagonist,-2,3,1,7,1,7,19,19

33) COC(=O)c1ccc(/C=N/N2CCN(Cc3ccccc3Cl)CC2)cc1
34) CCc1ccc(CNc2ccc3c(c2)ncn3C(C)(C)C)cc1
35) Cc1ccc(C)c(C(=O)COC(=O)c2nn(C)c(=O)c3ccccc23)c1
36) O=[N+]([O-])c1cccc(-c2cn(-c3ccccc3)c(=S)[nH]2)c1
37) COc1ccc(Cn2c(-c3ccco3)nc3oc4ccccc4c(=O)c3c2=O)cc1
38) CC1CC(=NNC(=O)C2COc3ccccc3O2)CC(C)(C)C1 (stereo not given)
39) O=c1c([N+](=O)[O-])c(O)c2cccc3c2n1CCC3
40) COCCCC1CCN(C(=O)C2CCC(=O)N(Cc3cccc(F)c3)C2)CC1 (stereo not given)

assay / compound,33,34,35,36,37,38,39,40
N-glyco inh,2,-7,1,2,1,0,2,0
m5-HT2A agonist,2,-7,-5,1,-3,0,4,2
ABHD5 PLIN5 PPI,-2,-5,0,-20,-1,1,4,-1
ABCB6 inh 2,103,100,86,97,94,90,100,100
TLR9-MyD88 inh,-14,3,-9,1,-10,5,5,-13
MC4R barr agon,0.5,2.9,2.1,-1.5,-1.7,-1.8,-2.2,-2.3
Cardio protect,-7,-8,4,-8,8,7,2,7
NCOA2 inhibitor,-8,-57,29,-41,-3,3,-13,6
NOD2 RIPK2 PPI,-6,6,2,8,-3,10,-2,-11
MC4R antagonist,-2,25,-3,8,10,2,4,3

41) COc1cc(NC(=O)C2CCCC2)c(OC)cc1Cl
42) CCCCOC(=O)Nc1nnc(-c2ccccc2OC)s1
43) CN(C)c1ccc(C(=S)N2CCN(c3ccc([N+](=O)[O-])cc3)CC2)cc1
44) COc1ccc(N2CCN(CCN3C(=O)c4ccccc4C3=O)CC2)cc1
45) N#Cc1ccc(NC(=O)Cn2cnc(S(=O)(=O)N3CCCC3)c2)cc1
46) COC(=O)c1cccc(NC(=O)CCCN2C(=O)NC3(CCCC3)C2=O)c1
47) CC1(C)Cc2cccc(Oc3ccc(S(=O)(=O)N4CCCCC4)cn3)c2O1
48) COCCOC(=O)C1=C(C)NC2(O)c3ccccc3C(=O)C12O (stereo not given)
49) CCSc1nnc(NC(=O)CCc2ccccc2)s1
50) O=C(CCC1CCCCC1)NCCS(=O)(=O)N1CCN(c2ccccc2F)CC1

assay / compound,41,42,43,44,45,46,47,48,49,50
N-glyco inh,1,2,-4,1,0,0,2,1,1,-1
m5-HT2A agonist,-3,-5,-1,5,7,2,2,4,-1,3
ABHD5 PLIN5 PPI,-6,-4,-15,6,-8,-8,2,-4,3,1
ABCB6 inh 2,98,101,91,97,99,94,98,100,98,95
TLR9-MyD88 inh,-2,6,-1,4,-4,1,-6,-8,2,1
MC4R barr agon,0.5,-0.2,-1.6,-0.9,0.6,-1.3,0.9,1.3,2.0,3.3
Cardio protect,-3,-1,-2,2,0,0,-5,2,0,-10
NCOA2 inhibitor,8,-22,-9,19,-12,11,12,6,-13,13
NOD2 RIPK2 PPI,-14,2,-5,-6,-6,4,-9,-14,-2,1
MC4R antagonist,-1,2,-5,2,1,-1,11,1,16,2

# Source: PubChem (several laboratories)
